High-throughput results as filed in PubChem BioAssay.
TDP1 block = TDP1 (human) enzyme inhibition | Q9NUW8 | recombinant TDP1, AlphaScreen DNA substrate cleavage | Potency, µM (titrated, usually from 130 µM), without a hit: at the top dose activity change, negative = inhibition, actives largely listed as inhibitors | 350,000 tested, 0.28% active; active = well fitted inhibition curve with a large enough effect; inconclusive = small, poorly fitted or top-dose-only effect; inactive = no such curve, though single readings can be large or run the other way; also: nearly all actives have a fitted effect of over 40% in size
Target sequence (Q9NUW8 whole entry, looked up): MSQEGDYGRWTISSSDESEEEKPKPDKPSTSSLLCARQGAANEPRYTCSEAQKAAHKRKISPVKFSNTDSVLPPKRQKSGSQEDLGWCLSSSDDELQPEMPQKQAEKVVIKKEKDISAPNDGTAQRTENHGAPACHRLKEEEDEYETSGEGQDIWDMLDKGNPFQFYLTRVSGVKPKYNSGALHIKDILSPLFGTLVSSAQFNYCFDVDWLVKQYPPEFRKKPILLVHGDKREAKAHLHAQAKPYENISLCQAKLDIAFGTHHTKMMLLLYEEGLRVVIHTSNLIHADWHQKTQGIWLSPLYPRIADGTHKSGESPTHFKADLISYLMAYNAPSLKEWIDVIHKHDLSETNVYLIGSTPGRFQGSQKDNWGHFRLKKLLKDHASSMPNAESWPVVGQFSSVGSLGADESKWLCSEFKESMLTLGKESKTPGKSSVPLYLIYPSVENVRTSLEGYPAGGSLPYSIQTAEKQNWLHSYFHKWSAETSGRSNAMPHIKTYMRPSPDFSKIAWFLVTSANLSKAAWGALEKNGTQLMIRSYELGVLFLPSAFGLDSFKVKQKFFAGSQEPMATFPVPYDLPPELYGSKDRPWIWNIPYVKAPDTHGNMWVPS
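AlphaScreen read-out: signal falls as enzyme removes the 3' tyrosine-FITC from a 5'-biotinylated DNA oligo (15 nM, 5 min, RT). Enzyme was E. coli-made recombinant Tdp1 at 1 nM, exposed to compound for 15 min beforehand; beads 10 ug/ml, 10 min.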
Starred values were filed as active, the others as inactive; & = joins results of further samples; [ ] = another dose, or the depositor's remark. % is scaled to controls: 0 for no effect and ±100 for the full control effect; potency is read from the fitted curve at half-maximal effect. An excerpt; rates above refer to the full screens.

How did CCOc1cc(N2CCOCC2)c(OCC)cc1NC(=O)c1nc2nccc(C)n2n1 do in these assays?
TDP1 block: 3%

What do the screens show for `COC(=O)[C@@]1(Cc2ccc(OC)cc2)[C@H]2c3cc(C(=O)N4CCCC4)n(C[C@H](O)CO)c3C[C@H]2CN1C(=O)c1ccccc1`?
TDP1 block: 9%

Results for COc1ccccc1C1/C(=C(\O)c2ccc3c(c2)OCCO3)C(=O)C(=O)N1CCCN(C)C (centres undefined) ?
TDP1 block: 0%

What do the screens show for `CC(=O)NC(c1cccs1)c1cc(Cl)c2cccnc2c1O` (centres undefined)?
TDP1 block: 1%

Results for NCCC[C@@H](CC(=O)N[C@@H]1CCNC[C@H]1C(=O)N[C@H](CC(=O)N[C@@H](CCC(=O)O)CC(=O)O)Cc1c[nH]c2ccccc12)NC(=O)C[C@H](Cc1c[nH]c2ccccc12)NC(=O)[C@@H]1CNCC[C@H]1N ?
TDP1 block: 3%

How did CC(=O)N(CC(C)(C)CC=C(C)C)c1ccccc1 do in these assays?
TDP1 block: 6%

What do the screens show for `Cc1ccccc1Nc1nc(C#N)nc(NC2CCCC2)n1`?
TDP1 block: -4%

How did O=C1CCC=C1C(O)c1ccc(Cl)cc1 (centres undefined) do in these assays?
TDP1 block: 8%

Results for O=C(CNC(=O)c1ccccc1)OC(Cc1ccccc1)C(=O)Nc1cc(C(F)(F)F)ccc1Cl (centres undefined) ?
TDP1 block: -3%

What do the screens show for `CCOC(=O)c1cc(NC(=O)COC)ccc1O`?
TDP1 block: 0%

How did CCC(=O)NC(c1ccc(C)cc1)c1cc(Cl)c2cccnc2c1O (centres undefined) do in these assays?
TDP1 block: 2%&3%

Results for C[C@@H]1C(=O)O[C@@H]2C[C@]34[C@H]5C[C@@H](C(C)(C)C)[C@@]36[C@@H](OC(=O)[C@@H]6O)O[C@@]4(C(=O)O5)[C@@]12O ?
TDP1 block: 13%[21 µM]

How did COC(=O)[C@@]1(Cc2ccccc2)[C@H]2c3cc(C(=O)N4CCCC4)n(Cc4ccc(C)o4)c3C[C@H]2CN1C(=O)c1ccccc1 do in these assays?
TDP1 block: 19%

Results for O=C(CCS(=O)(=O)c1cc2c(cc1Cl)NC(=O)CO2)NCCc1ccc(Cl)cc1 ?
TDP1 block: 0%

How did COC(=O)[C@@H]1O[C@@H](c2c(OC)c(OC)c(C)c(OC)c2OC)[C@H](C)[C@@H](O)[C@@H]1C do in these assays?
TDP1 block: 1%[21 µM]

Filtered by structure, the compounds so far with sulfur
What do the screens show for `CC(=O)NC(c1cccs1)c1cc(Cl)c2cccnc2c1O` (centres undefined)?
TDP1 block: 1%

Results for O=C(CCS(=O)(=O)c1cc2c(cc1Cl)NC(=O)CO2)NCCc1ccc(Cl)cc1 ?
TDP1 block: 0%

Following part
How did NS(=O)(=O)c1cc2c(cc1Cl)N[C@@H](C(Cl)Cl)NS2(=O)=O do in these assays?
TDP1 block: 14%[21 µM]

Results for CN(C)c1ccc(-c2nn3c(-c4ccc(Cl)cc4Cl)nnc3s2)cc1 ?
TDP1 block: 3%

What do the screens show for `COc1ccc(C(c2c[nH]c3ccccc23)c2c[nH]c3ccccc23)cc1O`?
TDP1 block: 11%

How did Cc1cc(Nc2cccc(O)c2)c2ccccc2n1 do in these assays?
TDP1 block: -1%

How did Cc1ccc2[nH]c3c(c2c1)CN(C(=O)CN1CCN(c2ccccc2F)CC1)CC3 do in these assays?
TDP1 block: 5%

What do the screens show for `Cc1c(Nc2cc(N3CCOCC3)c3nonc3c2[N+](=O)[O-])c(=O)n(-c2ccccc2)n1C`?
TDP1 block: 3%

What do the screens show for `COc1cc2cc(CNc3ccccc3)c(=O)n(CC(=O)Nc3cccc(Cl)c3C)c2cc1OC`?
TDP1 block: 6%

What do the screens show for `COc1ccc(NC(=O)C2CCN(S(=O)(=O)c3ccc4c(c3)CCCC(=O)N4)CC2)cc1Cl`?
TDP1 block: -5%

What do the screens show for `Cc1ccc(C(=O)NC2CC3CCCC(C2)N3C(=O)NC2CCCCC2)cc1` (centres undefined)?
TDP1 block: 0%

How did COc1ccccc1N1CCN(S(=O)(=O)c2ccc3c4c(cccc24)C(=O)N3C)CC1 do in these assays?
TDP1 block: -1%

Results for Cc1cc2nc(-c3cccnc3SCC(=O)NC3CC3)[nH]c2cc1C ?
TDP1 block: 5%

What do the screens show for `Cc1cc(C)n(-c2nc(Nc3ccccc3C)nc(-n3nc(C)cc3C)n2)n1`?
TDP1 block: 10%

How did CCOc1ccc(OCC)c(NC(=O)CSc2nc3c(c(=O)n(C)c(=O)n3C)n2C)c1 do in these assays?
TDP1 block: 2%

How did O=[N+]([O-])/C(C(Cl)=C(Cl)Cl)=C(\Nc1ccc(F)cc1)n1cncn1 do in these assays?
TDP1 block: 3%

How did CCOc1ccc(S(=O)(=O)Nc2cc(Sc3ncn[nH]3)c3oc(=O)sc3c2)cc1 do in these assays?
TDP1 block: 10%

How did C=C1CCN(C(CC(C)C)C(=O)NCc2cc(OC)c(OC)c(OC)c2)S(=O)(=O)c2ccccc21 (centres undefined) do in these assays?
TDP1 block: 12%

Results for O=C(O)C[CH2][Ge](=[O])[O][Ge](=[O])[CH2]CC(=O)O ?
TDP1 block: 6%

How did Cc1ccc(Cl)cc1N1CCN(C(=O)CN2C(=O)COc3ccc(S(=O)(=O)N4CCC(C)CC4)cc32)CC1 do in these assays?
TDP1 block: 4%

How did C[C@@H]1C(=O)O[C@H]2C[C@@]34[C@H]5C[C@@H](C(C)(C)C)[C@]36[C@H](OC(=O)[C@H]6O)O[C@]4(C(=O)O5)[C@]21O do in these assays?
TDP1 block: 2%

How did COC(=O)C1CCCCN1C(=O)c1cc(COc2cccc3cnccc23)on1 (centres undefined) do in these assays?
TDP1 block: 4%

Results for CC(C)C[C@@H](CC(=O)N[C@@H](CCCN)CC(=O)N[C@@H]1CCNC[C@H]1C(=O)N[C@H](CC(=O)N[C@@H](CCC(=O)O)CC(=O)O)Cc1c[nH]c2ccccc12)NC(=O)[C@@H]1CNCC[C@H]1N ?
TDP1 block: 1%

What do the screens show for `OCC(CO)(CBr)CBr`?
TDP1 block: 6%

Results for O=C(Cn1c(CSc2ccccc2)nc2ccccc21)Nc1ccccc1 ?
TDP1 block: 7%

What do the screens show for `COc1ccc(-n2cnnc2SC(C)c2nc3sc(C)c(C)c3c(=O)[nH]2)cc1` (centres undefined)?
TDP1 block: -1%

Results for COc1ccccc1CNc1cc(C)nc2nc(-c3ccc(C)cc3)nn12 ?
TDP1 block: 3%

How did C[C@]1(OC(=O)/C=C\c2ccccc2)C[C@@H](O)[C@@]2(O)C=CO[C@@H](O[C@H]3O[C@@H](CO)[C@@H](O)[C@@H](O)[C@@H]3O)[C@H]21 do in these assays?
TDP1 block: 11%[21 µM]

How did C=C(C)C(=O)OCCOCC do in these assays?
TDP1 block: 7%

How did CO[C@H]1COC(=O)[C@H](C)COC(=O)[C@@H](OCc2ccccc2)/C=C\[C@@H]1C do in these assays?
TDP1 block: 4%[21 µM]

Results for O=S(=O)(c1cccc(Br)c1)N1CCN(S(=O)(=O)c2ccc3c(c2)OCCO3)CC1 ?
TDP1 block: -2%

What do the screens show for `Fc1ccc(-c2nc3n(c2-c2ccncc2)CCS3)cc1`?
TDP1 block: 18%

Quoted from the entries so far (4 entries):
What do the screens show for `COc1ccc(-n2cnnc2SC(C)c2nc3sc(C)c(C)c3c(=O)[nH]2)cc1` (centres undefined)?
TDP1 block: -1%

Results for COc1ccccc1CNc1cc(C)nc2nc(-c3ccc(C)cc3)nn12 ?
TDP1 block: 3%

How did C[C@]1(OC(=O)/C=C\c2ccccc2)C[C@@H](O)[C@@]2(O)C=CO[C@@H](O[C@H]3O[C@@H](CO)[C@@H](O)[C@@H](O)[C@@H]3O)[C@H]21 do in these assays?
TDP1 block: 11%[21 µM]

How did C=C(C)C(=O)OCCOCC do in these assays?
TDP1 block: 7%

(next part)
Results for Cc1[nH]c2ccccc2c1C(=O)CN1CCN(C2CCCCC2)CC1 ?
TDP1 block: 2%

What do the screens show for `Cc1cc(=O)n2[nH]c(-c3cccnc3)nc2n1`?
TDP1 block: -1%

What do the screens show for `CCCCc1nc2c(c3c1C[C@H](C)OC3)CN(C(=O)N[C@@H](C)c1ccccc1)CC2`?
TDP1 block: 15%[12.3 µM]

Results for COCCNC(=O)c1c(N)sc2c1CCCC2 ?
TDP1 block: 2%

Results for COC(C(C)/C=C/CC(=O)OCCCc1ccccc1)C1CCCCC1 (centres undefined) ?
TDP1 block: 5%[21 µM]

How did CC1(C)CC=C(O[Si](C)(c2ccccc2)c2ccccc2)CC1 do in these assays?
TDP1 block: 7%

How did O=C1CCc2cc([S+](=O)([O-])Nc3ccc(N[S+](=O)([O-])c4ccc5c(c4)CCC(=O)N5)cc3)ccc2N1 do in these assays?
TDP1 block: 0%

What do the screens show for `CCOC(=O)OCC1C=C[C@H](c2cc(-c3ccccc3)ccc2O)C(c2ccc(C(C)=O)cc2)O1` (some centres undefined)?
TDP1 block: 14%[21 µM]

How did C[C@@H]1CC[C@H]2C(=O)N3[C@@H](CC[C@@H](C)[C@@H]3c3ccc(Br)cc3)C(=O)N2[C@@H]1c1ccc(Br)cc1 do in these assays?
TDP1 block: 8%[21 µM]

Results for CC(=O)N[C@@H](CC(C)C)C(=O)N[C@@H](CC(C)C)C(=O)N[C@H](C=O)CCCN=C(N)N ?
TDP1 block: 8%

What do the screens show for `CCOC(=O)c1c(N)n(-c2ccc(C)c(Cl)c2)c2nc3ccccc3nc12`?
TDP1 block: 1%

How did O=C1NC(Cc2ccccc2)c2nc3ccccc3c(=O)n2-c2ccc(Cl)cc21 (centres undefined) do in these assays?
TDP1 block: 2%

Results for CC(=O)c1c(C)oc2c(Cl)cc(NS(=O)(=O)c3ccc(Cl)cc3)cc12 ?
TDP1 block: 3%

What do the screens show for `CCOC(=O)CCN1C(=O)[C@H]2[C@H]3[C@H](O)[C@H](O)C/C(=N/NC(=O)OCC)[C@@H]3CC[C@@H]2C1=O`?
TDP1 block: 8%[21 µM]

What do the screens show for `O=C(Nc1ccc([N+](=O)[O-])cc1O)Nc1ccccc1Br`?
TDP1 block: 19%

Results for COCCCNC(=O)c1cc2c(=O)n3cc(C)ccc3nc2nc1NCC1CCCO1 (centres undefined) ?
TDP1 block: 3%

What do the screens show for `CO[C@@H]1COC(=O)C/C=C\[C@H](C)[C@H](OC)COC(=O)[C@H]2CCCN2C(=O)C/C=C\[C@H]1C`?
TDP1 block: 1%[21 µM]

Results for O=C(OCc1cc(Cl)ccc1OC(F)F)c1cc(S(=O)(=O)O)ccc1O ?
TDP1 block: 8%

Results for CCCn1c(-c2ccc(F)cc2)nc2c(NCCN(CC)CC)nc(C)nc21 ?
TDP1 block: 2%

Results for O=C(CN1C(=O)COc2ccc(S(=O)(=O)N3CCCCCC3)cc21)N1CCN(c2ccccc2F)CC1 ?
TDP1 block: -1%

How did O=S(=O)(Cc1ccccc1)c1nnnn1-c1ccccc1 do in these assays?
TDP1 block: 6%

What do the screens show for `CC(N)(Cc1ccc(O)cc1)C(=O)O` (centres undefined)?
TDP1 block: 7%[56.1 µM]

What do the screens show for `O=C(CNC(=O)c1ccc(Cl)cc1)OC(C(=O)Nc1cc(C(F)(F)F)ccc1Cl)c1ccccc1` (centres undefined)?
TDP1 block: -1%

What do the screens show for `CC(Sc1nccn1C)C(=O)Nc1ccccc1C#N` (centres undefined)?
TDP1 block: 3%

How did CCOC(=O)c1sc(/N=C/c2c(C)[nH]n(-c3ccccc3)c2=O)c(C#N)c1C do in these assays?
TDP1 block: 4%

What do the screens show for `COc1ccc(COC(=O)N/N=C2/C[C@@H](O)[C@@H](O)[C@@H]3[C@@H]4C(=O)N(C5CCCCC5)C(=O)[C@H]4CC[C@@H]23)cc1`?
TDP1 block: 6%[21 µM]

Results for c1nc(NCCc2cnc[nH]2)c2ccc(-c3ccc4c(c3)OCO4)cc2n1 ?
TDP1 block: 7%

Results for Cc1ccc2nc(-c3cccc(NC(=O)c4ccc(Br)o4)c3)oc2c1 ?
TDP1 block: 5%

What do the screens show for `COC(=O)C1(C(C)=O)CC2=CC[C@@H]3C(=O)N(c4ccccc4)C(=O)[C@@H]3[C@@H]2Cc2ccccc2[C@@H]1C[N+](=O)[O-]` (some centres undefined)?
TDP1 block: 3%

What do the screens show for `O=C1C2CCC(C2)[C@@H]2CCCCN12` (some centres undefined)?
TDP1 block: 5%[234 µM]

Results for O=C(c1ccc2c(c1)OCCO2)N1CCN(S(=O)(=O)c2c(F)cccc2F)CC1 ?
TDP1 block: 0%&1%

Results for C=C(C)CC1(c2ccccc2)Oc2ccccc2-c2nc3cc(Cl)c(Cl)cc3nc21 (centres undefined) ?
TDP1 block: 6%[21 µM]

Results for O=S(=O)(Nc1cccc2cccnc12)c1cccc2ccccc12 ?
TDP1 block: -4%

Results for CCCn1c(-c2ccc(F)cc2)nc2c(NC(C)CN(C)C)nc(C)nc21 (centres undefined) ?
TDP1 block: 6%

How did COC(=O)N/N=C/C1=C[N+](=O)c2ccccc2[N+]1=O do in these assays?
TDP1 block: -14%[56.1 µM]

What do the screens show for `O=C1CCCC2=C1C1(CCCC1)N=C(Nc1nc3ccccc3o1)N2`?
TDP1 block: -6%&0%&6%

Results for Oc1c(Br)cc(/C=N/n2c(-c3ccccc3)n[nH]c2=S)c(Br)c1O ?
TDP1 block: inconclusive

How did COC(=O)C1=C[C@@H](C(=O)OC)C2C3=C(C(=O)[C@@]2(C)NC(=O)c2ccccc2)[C@H](C)n2c(=O)n(-c4ccccc4)c(=O)n2[C@@H]3C1 (some centres undefined) do in these assays?
TDP1 block: 9%

How did C=CCOC(=O)N[C@H](c1ccco1)C(C(C)=O)C(C)=O do in these assays?
TDP1 block: -5%

What do the screens show for `CCCC(=O)Nc1c(-c2cccs2)c(=O)c2ccccc2n1CC`?
TDP1 block: -4%
